# Screens from PubChem.
# PRMT1 FP inh – PRMT1 (human) inhibition, primary screen. inhibition, % at 2.79 µM. AID 652257. Q99873. 370,000 compounds, 1.3% hits. recombinant PRMT1, activity-based probe fluorescence polarization;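 active = inhibition above about 21% made by adding two undisclosed values, limit read from the data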
# Target sequence (Q99873 whole entry, looked up): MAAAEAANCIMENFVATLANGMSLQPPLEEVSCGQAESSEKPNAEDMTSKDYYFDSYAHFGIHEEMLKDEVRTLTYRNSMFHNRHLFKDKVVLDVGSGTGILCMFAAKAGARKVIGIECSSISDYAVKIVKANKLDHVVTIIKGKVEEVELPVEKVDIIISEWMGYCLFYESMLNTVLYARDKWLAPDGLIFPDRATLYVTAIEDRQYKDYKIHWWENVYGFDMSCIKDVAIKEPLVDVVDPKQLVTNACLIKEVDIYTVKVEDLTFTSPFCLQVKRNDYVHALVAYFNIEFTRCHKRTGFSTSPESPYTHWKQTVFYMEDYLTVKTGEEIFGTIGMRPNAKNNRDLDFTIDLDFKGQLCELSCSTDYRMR
# MBD2 DNA inh – MBD2-methylated oligo binding inhibition; TR-FRET, MBD2 binding to methylated oligonucleotide; inhibition, % at 4.4 µM; 370,000 compounds, 0.31% hits; AID 686964; Q9UBB5; in the data active = inhibition above about 13%
# UHRF1 MBD2 ctr – UHRF1 methyl-DNA binding inhibition; Q96T88; UHRF1 binding to methylated oligo, TR-FRET; inhibition, % at 4.4 µM; 370,000 compounds, 0.75% hits; in the data active = inhibition above about 21%;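 note: UHRF1 SRA domain binding a hemimethylated CpG hairpin DNA probe; 0% = median of test compound wells and 100% = reference inhibitor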
# TCR-CD3 inh – blocks the human TCR-CD3 interaction; TAMRA-labeled TCR probe fluorescence, biochemical; inhibition, % at 9.4 µM; 360,000 compounds, 0.37% hits; AID 651800; in the data active = inhibition above about 19%;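 note: recombinant mutant TCR 2C K166C tagged with TAMRA read by polarization; 0% = receptor in buffer alone and 100% = receptor with positive control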
# TDP2 absorb – blocks human TDP2 phosphodiesterase activity; O95551; recombinant TDP2, T5PNP hydrolysis, p-nitrophenol absorbance 415 nm; inhibition, % at 12.8 µM; 370,000 compounds, 0.34% hits; AID 720702;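 active = inhibition above the mean of all tested compounds plus 3 SD, set per campaign, cut at about 25% in these data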;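 note: 0% = DMSO with enzyme and 100% = buffer with substrate but no TDP2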
#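 Material: recombinant human TDP2; quantity: TDP2 enzyme at 120 nM final; medium: Tris-HCl pH 7.5 with MgCl2; compound: single concentration, 12.8 µM nominal, with 1% DMSO; incubation: 2 h enzyme incubation at 37 °C; signal: epi absorbance; measure: percent inhibition; benchmarks: high control without enzyme, low control DMSO plus TDP2; repeats: singlicate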
# LEDGF integ inh – blocks HIV-1 LEDGF/p75-dependent DNA integration | 370,000 compounds, 0.64% hits | TR-FRET IN-LEDGF/p75 DNA integration, Eu/Cy5 | inhibition, % at 3.7 µM;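 active = inhibition above the screen-wide mean plus 3 SD, cut at about 13% in these data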;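 note: signal is the Cy5 over europium emission ratio at 671 and 618 nm; 0% = plate median of compound wells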
# SIAE inh – human SIAE inhibition, primary screen; 370,000 compounds, 0.69% hits; Q9HAT2; SIAE FP-Rh probe binding, fluorescence polarization; inhibition, % at 9.66 µM; AID 1053197;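 active = inhibition above a cutoff: mean of compounds within the control limits plus 3 SD of those, cut at about 17% in these data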;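 note: 0% = plate median of compound wells and 100% = probe without SIAE protein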
# proKLK7 act – proKLK7 (human) activation, primary screen. P49862. purified proKLK7, EDANS-DABCYL substrate fluorescence; 100% is mature enzyme control, 0% vehicle. activation, % at 7 µM. 370,000 compounds, 0.9% hits;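 active = activation above the mean of all tested compounds plus 3 SD, computed per campaign excluding outliers beyond control limits, cut at about 13% in these data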
# Target sequence (P49862 whole entry, looked up): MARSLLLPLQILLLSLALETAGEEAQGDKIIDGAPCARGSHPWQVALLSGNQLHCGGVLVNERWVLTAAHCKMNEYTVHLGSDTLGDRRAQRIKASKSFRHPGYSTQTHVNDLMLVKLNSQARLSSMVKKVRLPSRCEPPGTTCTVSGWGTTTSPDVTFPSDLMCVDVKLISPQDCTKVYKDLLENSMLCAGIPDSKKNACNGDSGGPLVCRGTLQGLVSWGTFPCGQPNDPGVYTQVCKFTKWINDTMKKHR
# DDE Tn7 FP inh – disrupts Tn7 cyclic peptide binding to fibrin D-Dimer-E complex. P02675. FP displacement of FITC-Tn7 peptide from fibrin DD(E); 0% = median of compound wells per plate. inhibition, % at 8.3 µM. 370,000 compounds, 0.13% hits. AID 720508;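 active = inhibition above the mean of compounds falling within the control limits plus 3 SD of them, cut at about 14% in these data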;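 note: 0% = plate median of compound wells and 100% = 10 µM Aha-Tn7 peptide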
#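 system = human fibrin DD(E) protein | quantity = DD(E) 2 µM final | medium = Tris/NaCl/CaCl2 buffer, pH 7.8 | also added = labelled Tn7 tracer, 0.1 µM | compound dosing = single point at 8.3 µM | timing = compound with protein 10 min, then 3 h after probe, room temperature | signal = FP measurement | benchmarks = Aha-Tn7 high control | repeats = one replicate per compound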
# Tn6 DDE FP – inhibitors of Tn6 peptide binding to human fibrin DD(E). Fibrin DD(E) TRITC-Tn6 fluorescence polarization displacement. inhibition, % at 8.3 µM. 370,000 compounds, 0.21% hits. AID 720509. P02675;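 active = inhibition above a per-campaign cutoff: mean of compounds within control limits plus 3 SD, cut at about 15% in these data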;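 note: 0% = median of all compound wells on the plate and 100% = blocking peptide control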
# * = called active by the depositor.
SMILES,PRMT1 FP inh,MBD2 DNA inh,UHRF1 MBD2 ctr,TCR-CD3 inh,TDP2 absorb,LEDGF integ inh,SIAE inh,proKLK7 act,DDE Tn7 FP inh,Tn6 DDE FP
Cc1nn(CC(C)C)c(Cl)c1C(=O)O,-1,-2,-3,3,6,3,4,0.1,0,-3
CN1C2CCC1C(C(=O)Oc1ccccc1)C(c1ccc(Cl)cc1)C2 (centres undefined),-2,-3,-3,4,5,0,4,0.4,3,-7
O=C1CN=C(c2ccccc2)c2cc(Br)ccc2N1Cc1cc(=O)n2ccccc2n1,0,2,-2,3,7,-1,4,0.5,5,4
CCc1nc2ccccc2c(=O)n1-c1cccc(OC)c1,4,1,1,-8,-8,-4,-6,0.5,4,2
c1ccc(C2CN3CCC2CC3)cc1 (centres undefined),-2,-1,2,7,-3,1,5,-0.4,2,2
COc1ccccc1NC(=O)N1C[C@@H]2C[C@@H](C1)c1cccc(=O)n1C2,2,3,3,-3,1,-2,1,-0.1,4,-1
COc1ccc(C(C)=O)cc1CC(C(=O)c1ccccc1)N(C)C (centres undefined),-1,-5,0,-2,0,-2,2,-0.1,10,8
COC(=O)C1=C(c2ccc(Cl)c(C(F)(F)F)c2)C[C@@H]2CC[C@H]1N2C(=O)NCCNC(C)=O,-1,0,-1,-3,3,0,2,-0.3,-2,3
COc1ccc(-c2cc(=Nc3ccccc3)c3cc(C)ccc3o2)cc1,-1,-4,-4,5,3,0,4,-14,-6,-5
COc1ccccc1N=C1SCCCN1C,0,1,2,5,7,-3,9,0.0,-3,5
Cc1ccccc1CN1CCN(Cc2ccccc2)CC1,-4,2,1,3,0,-2,-1,-0.6,0,-3
O=C(CSC1c2ccccc2-c2ccccc21)N/N=C/c1ccccc1,1,-3,0,3,-13,2,-4,0.2,-6,-2
CN1[C@@H]2CC[C@H]1CC(OC(=O)C1C=Nc3ccccc31)C2 (some centres undefined),3,2,-1,-6,4,-2,11,-0.8,2,-2
Fc1ccc(C(OCCN2CCN(CCCc3ccccc3)CC2)c2ccc(F)cc2)cc1,2,0,2,0,-2,-5,-6,0.2,-3,5
COc1ccc(C(=O)N2Cc3cnnn3-c3ccccc3C2C#N)cc1 (centres undefined),-2,-3,-2,1,-3,-2,2,0.2,2,8
COC(=O)c1cc(C(O)(C(=O)OC)C(F)(F)F)c(/N=C/N(C)C)s1 (centres undefined),2,-7,0,2,6,8,6,0.0,6,0
OC(c1ccncc1)(c1ccc(F)cc1)c1ccc(F)cc1,5,2,6,1,-13,-10,-4,0.0,3,0
COc1ccc(CC[n+]2cc(/N=C(\C)[O-])on2)cc1OC,-4,-9,1,3,9,2,11,0.1,6,-9
CNC(=O)Oc1ccccc1OC(C)C,5,6,-1,-6,8,-2,7,0.5,1,-7
CC[N+](CC)(CC)CCCCCCCCCC[N+](CC)(CC)CC,1,3,2,-7,2,-2,10,0.3,2,-5
O=P(N[C@@H](c1ccccc1)[C@@H]1C[C@H]1CO)(c1ccccc1)c1ccccc1,-3,2,-2,0,16,2,14,0.4,2,-4
COc1ccc(C2SCC(=O)Nc3c2c(C)nn3-c2ccccc2)cc1OC (centres undefined),9,1,2,-11,6,5,1,0.1,-2,1
c1ccc(CNc2c3c(nc4ccccc24)CCC3)cc1,-4,2,1,3,2,0,5,-1.0,-4,6
CCOC(=O)COc1ccc(/C=C2\C(=O)NC(=S)N(c3ccc(OC)cc3)C2=O)cc1OC,23*,-7,-2,-4,14,0,-3,-0.6,-6,-5
N/C(=N/[N+](=O)[O-])N1CCN(C(=O)c2ccc(Cl)cc2)CC1,-1,-3,-6,4,4,5,3,-0.9,-2,0
Cc1nc(Cl)sc1C(=O)Nc1ccc2ccccc2c1,-1,1,0,-1,5,-2,-6,-0.4,1,2
Cc1cc(C)c2c(c1)NP(=S)(c1ccccc1)N2 (centres undefined),2,-1,-1,-8,0,4,0,0.8,-12,-12
CCOC(=O)C1=C(N)OC2=C(C(=O)CCC2)C12C(=O)N(CC(N)=O)c1ccccc12 (centres undefined),-3,3,6,-1,-1,-10,-1,-0.4,2,0
O=c1[nH]c2ccccc2n1C1CCN(Cc2ccc(-c3[nH]c4cc5ncnc5cc4nc3-c3ccccc3)cc2)CC1,0,4,1,7,3,-5,-26,-18,-6,6
CCN(CC)CCN=Cc1c(O)n(Cc2ccco2)c(=O)[nH]c1=O,2,2,0,-4,-3,-1,11,0.0,-4,-2
CC/C(=N\Nc1ccccc1)c1c(O)n(-c2ccc(OC)cc2)c(=O)[nH]c1=O,-7,1,0,0,-11,4,-3,-0.3,-6,2
Cc1ncc(CN2CCCC(C(=O)c3sccc3C)C2)s1 (centres undefined),-1,0,0,1,-1,-2,-1,0.2,6,0
CC1CCN(C(=O)COC(=O)c2cn(C)c3ccccc23)CC1,0,-6,0,4,1,3,4,-1.0,0,-4
CN1CCN(c2cc(N3CCCC3)c([N+](=O)[O-])cc2F)CC1,0,-27,-17,-1,0,2,-1,0.3,3,4
CCOC(=O)C1(c2ccccc2)CCN(CCC(=O)Nc2ccc(F)cc2)CC1,2,6,5,-6,-7,2,7,-0.1,0,0
COc1ccc(Oc2c(C)oc3cc(OC(=O)N(C)C)ccc3c2=O)cc1,2,2,7,-4,3,-5,1,-0.3,2,1
O=C(Nc1ccccc1Cl)OC1CN2CCC1CC2 (centres undefined),-1,-6,-3,-7,6,2,-4,0.0,5,1
Cc1ccc(-n2c(C)cc(/C=C3\C(=O)NC(=O)N(C)C3=O)c2C)cc1C,2,2,0,-2,7,0,-5,-0.4,0,0
Cc1nc2cc(C(F)(F)F)ccc2n1C1CCN(Cc2nnnn2CCc2ccccc2)CC1,2,3,4,5,-6,-1,-3,-0.3,3,-8
CCN(CC)P(c1n(C)cc[n+]1C)N(CC)CC,3,1,0,-4,9,-4,3,-0.3,2,0
COc1ccccc1CN1CCN(C(=O)COc2ccccc2)CC1,2,3,0,0,-4,1,4,-0.8,-3,1
COc1ccccc1CC(=O)N1CCN(CCc2ccccc2)CC1,-2,-7,-2,3,-8,10,3,-0.1,0,-5
Nc1ccc(C(=O)N/N=C2/CN3CCC2CC3)cc1,0,-2,-3,-2,1,-1,21*,0.4,2,-1
N#CC(=C(O)c1ccc(S(=O)(=O)N(CCCl)CCCl)cc1)c1nc2ccccc2[nH]1,1,3,3,-7,2,-3,-1,-1.3,3,5
COc1ccc(Cn2c(O)c(C=Nc3c(C)n(C)n(-c4ccccc4)c3=O)c(=O)[nH]c2=O)cc1,0,2,-1,2,-8,-4,-4,-0.2,0,8
C=C1N2CCC(CC2)C1(O)c1ccc(C)cc1 (centres undefined),3,11,15,4,-11,4,-1,-1.0,1,-7
CCCC[N+]12CCC(CC1)C(C(=O)c1cccs1)C2 (centres undefined),-1,-3,-2,4,3,-2,9,-0.3,0,0
COc1ccc(C(=O)C2(C)N(O)C(C)C(c3cccs3)=[N+]2[O-])cc1 (centres undefined),1,-1,-2,0,-6,2,8,-0.2,-1,-6

# A portion of the library (hit frequency here may not be typical).
